TbPYK inhibitor: blocks Trypanosoma brucei pyruvate kinase | Q57TT1 | TbPYK enzyme, Kinase-Glo Plus ATP luminescence, 45 min | Potency, µM (top dose mostly 76.8 µM), for inactives: top-dose activity, negative = inhibition, actives largely listed as inhibitors | actives 0.12% (n = 410,000); further: potency means the concentration at half of the fitted maximal effect; nearly all actives have a fitted effect of over 50% in size
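Quantitative HTS: titrated library compounds versus trypanosomal pyruvate kinase in TEA buffer (pH 7.2) containing KCl, MgCl2, BSA and Tween-20. Reactions were initiated with ADP, 130 uM final. Kinase-Glo Plus luminescence was read after 45 min at RT.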
HCMV inh: inhibitors of human cytomegalovirus | HFF cells, HCMV-luciferase reporter, 72 h; hits give low values | activity change, negative = inhibition, % at 57.5 µM | actives 4.5% (n = 410,000) | AID 1259415; in the data active means activity change below about -60%; inconclusive means no clear call, values can overlap the other calls; inactive means above about -39%
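Cell-based, HFFs, 1000 cells/well, 16 h 37C; cpds in DMSO + HCMV-luc, MOI 1 PFU/cell; 72 h 37C; OneGlo luminescence after 5 min RT; norm. to buffer vs Salinomycin 10uM.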
AMA1 RON2 block: AMA1-RON2 (P. falciparum) interaction inhibition. AlphaScreen AMA1-biotinylated RON2 peptide binding. Potency, µM (top dose mostly 58.2 µM), inactives show top-dose activity change, negative = inhibition, usual class: inhibitors. actives 0.2% (n = 360,000). AID 720542;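 further: potency means the concentration at half of the fitted maximal effect; 0% = vehicle wells and -100% = peptide control; nearly all actives have a fitted effect of over 45% in size; some results filed as inactive show a strong effect at the top dose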
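AMA1 (3D7) with his tag at 25 nM final met compounds first, then biotinylated RON2 peptide at 25 nM; detection used donor plus acceptor beads, 10 µg/mL apiece, read by AlphaScreen after 30 min at room temperature.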
AmpC detergent: inhibitors of E. coli AmpC beta-lactamase with detergent; actives 0.041% (n = 370,000); Potency, µM (titrated, usually from 114 µM), for the others: at the top dose activity change, negative = inhibition, actives largely listed as inhibitors; AmpC hydrolysis of nitrocefin, absorbance 480 nm, 0.01% Triton; P00811;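 further: potency means the concentration at half of the fitted maximal effect; 0% = no-compound wells and -100% = no-enzyme wells; nearly all actives have a fitted effect of over 25% in size; some results filed as inactive show a strong effect at the top dose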
Target sequence (P00811 whole entry, looked up): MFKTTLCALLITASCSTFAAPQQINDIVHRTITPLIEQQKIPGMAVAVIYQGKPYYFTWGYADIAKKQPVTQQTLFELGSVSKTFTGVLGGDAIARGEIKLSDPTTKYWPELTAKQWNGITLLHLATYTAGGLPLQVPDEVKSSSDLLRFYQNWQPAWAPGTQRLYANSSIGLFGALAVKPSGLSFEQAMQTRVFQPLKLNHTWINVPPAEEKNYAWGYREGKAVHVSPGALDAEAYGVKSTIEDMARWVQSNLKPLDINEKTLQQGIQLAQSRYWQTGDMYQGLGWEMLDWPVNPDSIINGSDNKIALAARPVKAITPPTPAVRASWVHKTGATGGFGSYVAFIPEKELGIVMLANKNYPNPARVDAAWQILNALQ
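AmpC (5.3 nM in the dispensed reagent) in 20 mM phosphate pH 7.0 with 0.01% (detergent screen) or 0.0001% Triton X-100 was preincubated with compounds for 15 min at room temperature. Nitrocefin was then added from an 800 uM solution, and hydrolysis was followed at 480 nm.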
AmpC no deterg: inhibitors of E. coli AmpC beta-lactamase without detergent; P00811; AmpC nitrocefin hydrolysis, absorbance 480 nm, 0.0001% Triton; Potency, µM (top dose mostly 57.1 µM), for inactives: at the highest dose activity change, negative = inhibition, usual class: inhibitors; actives 0.52% (n = 330,000); AID 485341;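 further: potency means the concentration at half of the fitted maximal effect; plate controls were no compound for no effect and no enzyme for full effect; nearly all actives have a fitted effect of over 20% in size; some results filed as inactive show a strong effect at the top dose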
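20 mM phosphate pH 7.0 + 0.01% (detergent screen) or 0.0001% Triton X-100; 5.3 nM AmpC reagent; cpd preinc 15 min RT; nitrocefin (800 uM stock) to start; A480 q20 s × 4 min; Activity was normalised to no-enzyme and no-compound control wells.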
HCV inhibitor: inhibitors of hepatitis C virus infection | Huh7.5.1 HCVcc-Cre infection, luciferase reporter, 44 h | Potency, µM (series often up to 41.8 µM), inactives show at the top dose activity change, negative = inhibition, hits mostly inhibitors | actives 3.4% (n = 340,000) | AID 651820; further: potency means the concentration at half of the fitted maximal effect
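1,000 cells/well; 4 h culture; + compound; + HCVcc-Cre (~0.5 moi); 44 h; luciferase substrate, RT 15 min; read 15 sec.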
LmPK inhibitor: LmPK (Leishmania mexicana) enzyme inhibition; purified LmPK, Kinase-Glo ATP luminescence, 1 h; Potency, µM (titrated, usually from 57.5 µM), inactives show top-dose activity change, negative = inhibition, hits mostly inhibitors; actives 0.37% (n = 290,000); further: potency means the concentration at half of the fitted maximal effect
Target sequence (Q27686 whole entry, looked up): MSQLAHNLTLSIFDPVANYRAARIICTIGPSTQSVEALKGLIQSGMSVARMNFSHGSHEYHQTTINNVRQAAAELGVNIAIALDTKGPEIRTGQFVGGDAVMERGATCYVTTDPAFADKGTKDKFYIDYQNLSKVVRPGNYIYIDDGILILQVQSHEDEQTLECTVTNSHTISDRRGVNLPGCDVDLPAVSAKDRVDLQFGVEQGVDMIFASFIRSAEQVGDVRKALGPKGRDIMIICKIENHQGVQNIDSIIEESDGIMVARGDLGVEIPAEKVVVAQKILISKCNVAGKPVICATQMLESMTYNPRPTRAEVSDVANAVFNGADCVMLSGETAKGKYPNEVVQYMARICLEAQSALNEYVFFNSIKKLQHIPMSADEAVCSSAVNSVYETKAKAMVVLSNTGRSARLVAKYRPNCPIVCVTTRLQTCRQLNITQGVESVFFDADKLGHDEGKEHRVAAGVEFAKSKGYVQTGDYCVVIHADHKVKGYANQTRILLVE
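In 50 mM imidazole pH 7.2 with 7 mM MgCl2, LmPK (0.1 nM) turned over PEP (0.5 mM) and ADP (0.1 mM) for 1 h at room temperature. Luciferase read-out of ATP.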
Starred values were filed as active, the others as inactive; ? = inconclusive; . = no result given; & = joins results of further samples; [ ] = dose if it differs, or a comment. Unless noted, the call rests on the fitted dose curve; in most records, active means well fitted curve in the direction sought with a large enough effect; inconclusive means small, poorly fitted or top-dose-only effect, or another doubt; inactive means no such curve, though single readings can be large; an effect the other way counts as inactive or inconclusive. Unless noted, on the % scale 0 is the no-effect control and ±100 the full control effect.

structure | TbPYK inhibitor | LmPK inhibitor | AMA1 RON2 block | AmpC detergent | HCV inhibitor | AmpC no deterg | HCMV inh
Cc1cc2c(cc1C)N[C@]1(C[C@H]3CCCC(=O)N4CC[C@@H](C1)[C@@H]34)C(=NC(C)(C)CC(C)(C)C)N2 | -13% | . | ? | . | 13% | . | -5
CC1(C(=O)NCc2ccccc2)CCC(=O)N1CCCn1ccnc1 (stereo not drawn) | -2% | . | -4% | . | . | . | -99*
O=C(/C=C/c1ccc2c(c1)OCO2)NCCSCc1c(Cl)cccc1Cl | -5% | 2% | -3% | 4% | ? | -28% | ?
CC(C)[C@@H](NC(=O)OC(C)(C)C)C(=O)NCC1CCC(C(=O)N[C@@H](Cc2ccccc2)C(=O)O)CC1 (stereo partly drawn) | -20% | 1% | -4% | -12% | 34%[activator] | 1% | -18
O=C(COC(=O)CC1CC2CCC1C2)Nc1ccccc1[N+](=O)[O-] (stereo not drawn) | 0% | . | ? | . | 13% | -7% | -18
COc1ccc(C2(c3ccc(OC)cc3)NC(=O)N(CC(=O)Nc3ccc(C(N)=O)cc3)C2=O)cc1 | -7% | -1% | 17% | ? | -24% | 15% | 41
O=C1CCCc2ccccc2N1Cc1ccc(F)cc1 | 3% | 3% | 3% | 0% | 15% | -6% | -27
CCOc1ccc(-c2cc(C(=O)NCCOC)[nH]n2)c(C)c1 | 1% | . | 4% | . | . | . | 7
Cc1cc(C)c2sc(N(CCN(C)C)C(=O)c3cc(Cl)sc3Cl)nc2c1 | -7% | 0%[11.5 µM] | -15% | 2% | -3% | 33% | -18
CC1CCCC(NC(=O)COC(=O)c2ccccc2C(=O)N(C)C2CCCCC2)C1C (stereo not drawn) | 4% | . | -5% | . | . | . | 9
COc1cc(C)c(C)cc1S(=O)(=O)N1CCN(Cc2ccc3c(c2)OCO3)CC1 | 1% | 6% | -8% | -14% | -3% | 86%[activator] | 71
c1ccc(Cn2nnc3c(N4CCCCCC4)ncnc32)cc1 | -6% | 0% | -1% | -10% | -24% | 25% | -29
CCCCNC(=O)c1ccc(NC(C)=O)c(Cl)c1 | 6% | 1% | -12% | -13% | -4% | -6%[2.29 µM] | -12
CC(C)c1nn2c(=O)cc(COC(=O)c3ccccc3NC(=O)C3CCCCC3)nc2s1 | -7% | . | . | -7% | . | . | -5
CC(C)c1ccc(Nc2nc(NCc3ccco3)nc(N3CCOCC3)n2)cc1 | 1% | 1% | -5% | 3% | 10µM* | 1% | 15
CCOC(=O)C(C)n1cnc2scc(-c3ccc(C)c(C)c3)c2c1=O (stereo not drawn) | -2% | -1% | -6% | -1% | ? | 72%[activator] | -39
CN(C)c1ccc(Sc2ccc3nc(N)nc(N)c3c2)cc1 | -25% | . | 10µM* | . | . | . | -92*
CC1(OC(=O)CCc2ccccc2)C(=O)C=C2C=C(c3ccc(C#N)cc3)N(CCN3CCOCC3)C=C2C1=O (stereo not drawn) | -1% | -4%[11.5 µM] | -18% | -7% | 0% | 141%[activator] | 26
Cc1cccc(C(C)C)c1NC(=O)c1ccc(CN(c2ccccc2)S(=O)(=O)c2ccccc2)cc1 | -11% | 5% | -8% | -14% | 0% | -31% | -22
CCN(C(=O)COc1ccccc1C(=O)NCc1ccccc1)C1CCS(=O)(=O)C1 (stereo not drawn) | 1% | . | -2%[11.6 µM] | -2% | 3% | -14% | -11
Cn1nc([N+](=O)[O-])nc1Oc1ccccc1 | -1% | 0% | -10% | -12% | 4% | -25% | -31
Cc1cccc(OCCC(=O)NCC(=O)Nc2c(C)cccc2C)c1 | 5% | -1% | 5%[2.32 µM] | -12% | 0% | -9% | 15
CC(C)c1nc(Cl)c(C#N)c2c1CCCC2 | 2% | -3% | 8% | ? | 5% | -44% | -27
CCOc1cc(/C=N/NC(=O)c2c(-c3ccccc3)noc2C)ccc1O | -8% | 6% | 53%[activator] | 2% | -4% | -26% | 10
O=C(O)C(O)(c1ccc(Cl)cc1)C1(O)CCCC1 (stereo not drawn) | -3% | . | 1% | . | . | . | 4
COc1ccccc1NC(=O)Cc1ccsc1 | -1% | -1% | 2% | -12% | -2% | -21% | 1
COc1ccc2c(c1OC)C(=O)OC2Nc1nc(-c2cccc([N+](=O)[O-])c2)cs1 (stereo not drawn) | -3% | 11% | -21% | 9% | -14% | -25% | -3
CC(=O)NC(Cc1ccc(F)cc1)C(=O)NC1CCN(S(=O)(=O)c2ccccc2)CC1 (stereo not drawn) | -1% | -4% | -7% | -1% | -8% | 50% | 1
CCC1(C(=O)c2ccccc2)C2c3ccccc3OC(=O)C21C(C)=O (stereo not drawn) | -3% | 4% | -1% | 6% | -3% | -2% | 13
CCc1noc(C)c1C(=O)OC(C)C(=O)NCc1ccc(OC)cc1 (stereo not drawn) | -5% | . | 6% | ? | -13% | -3% | -3

In the list so far, these have a cyano group.
structure | TbPYK inhibitor | LmPK inhibitor | AMA1 RON2 block | AmpC detergent | HCV inhibitor | AmpC no deterg | HCMV inh
CC1(OC(=O)CCc2ccccc2)C(=O)C=C2C=C(c3ccc(C#N)cc3)N(CCN3CCOCC3)C=C2C1=O (stereo not drawn) | -1% | -4%[11.5 µM] | -18% | -7% | 0% | 141%[activator] | 26
CC(C)c1nc(Cl)c(C#N)c2c1CCCC2 | 2% | -3% | 8% | ? | 5% | -44% | -27

(more compounds)
structure | TbPYK inhibitor | LmPK inhibitor | AMA1 RON2 block | AmpC detergent | HCV inhibitor | AmpC no deterg | HCMV inh
COc1cccc(CNC(=O)c2ccc(CSc3nc4ccncc4n3Cc3cccc(C)c3)cc2)c1 | -8% | . | . | 13% | . | . | -23
O=C1COc2ccc(S(=O)(=O)N3CCN(c4cccc(C(F)(F)F)c4)CC3)cc2N1 | -10% | -12% | 12% | -1% | ? | -9% | 0
Cc1ccc(S(=O)(=O)N2CCN(C)CC2)cc1C(=O)NC1CCCCC1 | 3% | -7% | 2% | 4% | . | -1% | ?
CCc1ccc2c(c1)c(=O)c(C(=O)c1ccccc1)cn2CC(=O)Nc1ccc(C)c(Cl)c1 | -1% | . | . | -4% | . | . | -69*
Cc1onc(-c2ccccc2)c1C(=O)NC(=S)NNC(=O)c1ccc(O)cc1O | -2% | 3% | -22% | 1% | ? | -49% | -95*
CCOc1ccccc1NC(=O)c1cn(C2CCCCC2)c(=O)c2c1c1ccccc1n2C | 1% | . | . | -1% | . | . | 5
Cc1ccsc1/C=N/Nc1nc(Cl)c(Cl)cc1Cl | 1% | -2% | 0% | -11% | 4% | -32% | 83
Cc1ccc(SCC(=O)Nc2nnc(C(C)(C)C)s2)cc1 | -6% | -3% | -6% | ? | 4% | -18% | -4
COc1ccccc1N1CCN(C(c2ccccc2Cl)c2nnnn2C(C)(C)C)CC1 (stereo not drawn) | 0% | 6% | -12% | -11% | -27% | . | .
O=c1[nH]c2ccccc2nc1-c1cccs1 | -2% | -2% | 3% | -1% | -19% | -17% | 25
COc1cc(OC)cc(C(=O)NC(C(=O)NCCN(C)C)C23CC4CC(CC(C4)C2)C3)c1 (stereo not drawn) | -6% | 2% | -5% | -7% | 10µM* | 155%[activator] | 18
CCc1ccc(NC(=O)/C(C#N)=C/c2cn(CC(=O)O)c3ccccc23)cc1 | 4% | -11% | 3% | 1% | 7% | -9% | -32
Cn1c(=O)c2cn(-c3cccc4ccccc34)cc2n(C)c1=O | -18% | -2% | ? | -4% | 8% | -28% | 86
COc1cc(CNC(=O)Nc2nnc([C@H]3C[C@H](O)[C@@H](CO)O3)s2)cc(OC)c1OC | 1% | . | -4% | . | . | . | 34
Cc1cc(NC(=O)CCc2nc3cccnc3n2Cc2cccs2)ccc1Br | -8% | . | . | 18% | . | . | -5
Cc1ccc(NS(=O)(=O)c2ccc3c(c2)NC(=O)CCS3)c(Cl)c1 | -1% | 10% | -1% | 3% | 6% | -31% | -38
O=C(O)CN1C(=O)NC2NC(=O)NC21 (stereo not drawn) | 2% | -6% | -5% | 2% | 7% | -2% | -30
O=C(NC1=NCCS1)c1ccc([N+](=O)[O-])cc1Cl | -9% | -13% | -15% | -4% | -7% | 0% | -34
Cc1ccc(-n2cc(CN(C)CCc3cn[nH]c3)c(-c3cccc(C)c3)n2)cc1 | 3% | 7% | -2% | 9% | 26% | 50% | ?
Cc1nc(C)c(-c2nnc(-c3ccc(C(C)(C)C)cc3)o2)cc1C(=O)NN | -1% | 4% | 74%[activator] | ? | ? | 151%[activator] | -3
Cc1cc(C)cc(OCC(=O)OC(C)C(=O)Nc2c(C)n(C)n(-c3ccccc3)c2=O)c1 (stereo not drawn) | -5% | . | 0% | -15% | 8% | -13% | -14
CN(C(=S)NC(=O)c1ccc(Cl)cc1)C1CCCCC1 | -17% | -4% | 82%[activator] | ? | 0% | -34% | -5
O=C(NCc1ccc(F)cc1)c1cc2c(s1)CS(=O)(=O)C2 | -4% | -6% | -7% | 1% | 0% | -29% | -15
O=C(Nn1c(-c2ccc(Cl)cc2)nc2ccccc2c1=O)c1cccnc1Cl | -10% | 6% | -4% | -9% | -15% | -32% | -11
O=C1Cc2cc(O)ccc2O1 | -5% | . | 4% | . | 11% | . | -27
Cc1ccc(N(CC(=O)N/N=C/c2cc(C)n(-c3ccccc3C)c2C)S(C)(=O)=O)cc1 | 3% | 1% | 19% | ? | 2% | -1% | -32
CC(C)N(C(=O)CN1C(=O)C(=O)c2ccccc21)c1ccccc1 | -2% | -3% | 10% | -6% | 2% | -24% | -6
CN(C)c1ccc(/C=C2\SC(=S)N(Nc3ncc(C(F)(F)F)cc3Cl)C2=O)cc1 | -17% | -5% | 2% | 0% | -6% | -32% | -2
CC1CCN(C(=O)c2ccc(-c3ccccc3Cl)o2)CC1 | 0% | . | ? | ? | ? | -4% | 40
CN(C(=O)COC(=O)C1CCN(S(=O)(=O)c2cccs2)CC1)C1CCS(=O)(=O)C1 (stereo not drawn) | 7% | -3% | 19% | ? | 6%&8% | 3% | -11
O=C(Cc1csc(Nc2nc(=S)[nH]c3ccccc23)n1)NCCCN1CCN(c2cccc(Cl)c2)CC1 | -1% | 5% | 65%[activator] | 3% | ? | 43% | 2
Cc1noc(C)c1Cc1c(Cl)cccc1Cl | 1% | -4% | 5% | ? | 10% | -22% | -4
CCO[C@H]1OC(C(N)=O)=C[C@@H](C(C)(C)C)[C@@H]1CCCO | -4% | . | 0% | . | 26% | . | -13
Cc1cccc(NC(=S)NCc2ccc3c(c2)OCO3)c1 | -3% | 3% | 17%[2.32 µM] | -18% | -6% | -22% | -35
O=C(Nc1ccc2c(c1)OCCO2)c1ccc(Cl)cc1 | -7% | -4% | 0% | ? | -4% | -14% | 10
